Mcl1 Noxa PPI: Mcl-1/Noxa binding inhibitors, primary screen, biochemical, TR-FRET, 1536-well; TR-FRET Mcl-1/Noxa peptide binding, 2 h; inhibition, % at 21.7 µM; actives 1.5% (n = 220,000); AID 1022, 2008; Induced myeloid leukemia cell differentiation protein Mcl-1 (Homo sapiens), Q07820;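 active = compounds that cut the protein-peptide binding signal by more than 50% relative to plate controls in a single-dose test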;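 also: His-tagged Mcl-1 with rhodamine Noxa BH3 peptide and terbium anti-His antibody; 0% = Mcl-1 plus Noxa peptide wells and 100% = peptide-only wells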
Target sequence (Q07820 whole entry, looked up): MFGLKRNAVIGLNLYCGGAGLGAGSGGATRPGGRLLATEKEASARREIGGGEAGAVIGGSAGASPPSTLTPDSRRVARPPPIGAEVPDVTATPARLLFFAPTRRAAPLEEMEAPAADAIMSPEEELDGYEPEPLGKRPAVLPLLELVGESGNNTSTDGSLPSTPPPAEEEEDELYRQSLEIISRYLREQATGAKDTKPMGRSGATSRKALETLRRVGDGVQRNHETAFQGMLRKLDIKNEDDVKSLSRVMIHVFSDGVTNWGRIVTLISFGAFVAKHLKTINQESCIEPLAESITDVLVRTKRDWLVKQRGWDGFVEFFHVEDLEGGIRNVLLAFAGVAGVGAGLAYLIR
Mcl1 Bid PPI: Mcl-1/Bid binding inhibitors, primary screen, biochemical, TR-FRET, 1536-well | inhibition, % at 21.7 µM | actives 0.97% (n = 220,000) | TR-FRET Mcl-1/Bid-Dy647 peptide binding | Induced myeloid leukemia cell differentiation protein Mcl-1 (Homo sapiens), Q07820;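 active = compounds that cut the binding signal by more than half at the single screening dose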;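 also: His-tagged Mcl-1 with europium anti-His antibody binding Bid BH3 peptide; 0% = Mcl-1 plus peptide wells and 100% = peptide-only wells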
RGS8-Gao reg: RGS8-Galphao binding modulators, primary screen, biochemical, multiplexed bead flow cytometry; actives lie on both sides; response (percent of control binding), % at 10 µM; actives 0.34% (n = 220,000); AID 1423, 2008; in the data active = response below about 60% or above about 140%; inactive = in between;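 also: Galphao activated as the GDP aluminium fluoride complex binding bead-coupled RGS8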
Target sequence (P09471 whole entry, looked up): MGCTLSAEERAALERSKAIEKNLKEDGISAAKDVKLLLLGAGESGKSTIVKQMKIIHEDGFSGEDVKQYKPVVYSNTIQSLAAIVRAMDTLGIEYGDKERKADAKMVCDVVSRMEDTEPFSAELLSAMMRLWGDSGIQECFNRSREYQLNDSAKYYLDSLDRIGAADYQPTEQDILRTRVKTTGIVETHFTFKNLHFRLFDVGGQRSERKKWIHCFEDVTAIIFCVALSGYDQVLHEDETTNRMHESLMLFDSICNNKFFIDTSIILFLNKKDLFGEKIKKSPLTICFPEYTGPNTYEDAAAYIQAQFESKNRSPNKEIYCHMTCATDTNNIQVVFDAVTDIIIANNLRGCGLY
Pf gamet viab: late stage P. falciparum gametocyte viability inhibitors, primary screen, ATP luminescence, HTS. P. falciparum stage V gametocytes, 24 h. inhibition, % at 10.9 µM. actives 0.065% (n = 150,000);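 active = inhibition above the mean plus 3 SD of compounds within the control limits, set per campaign, cut at about 38% in these data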;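 also: 0% = DMSO wells and 100% = medium only without gametocytes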
* hit, by the source's call. Only part of the results is shown; count on the stated rates, not on these rows.

smiles,Mcl1 Noxa PPI,Mcl1 Bid PPI,RGS8-Gao reg,Pf gamet viab
CC(C)c1ccccc1NC(=O)CC1(CC(=O)O)CCCC1,6,-14,96,3
CC(C)OC(=O)COc1cc(O)c2c(=O)cc(-c3ccccc3)oc2c1,6,-11,104,11
Cc1ccc(NC(=O)c2cc([N+](=O)[O-])ccc2N2CCOCC2)cc1S(=O)(=O)N(C)C,1,1,100,6
COc1cccc(N2CC(=O)Nc3c(oc4nc(-c5ccccc5)cc(C)c34)C2=O)c1,10,-20,99,5
Cc1nc(N)nc(Nc2ccc(C#N)cc2)c1Br,-13,-19,101,1
CC1CC(=O)Nc2ccccc2N1C(=O)Nc1ccc(F)cc1 (stereo unspecified),10,11,94,8
C=C(C)COc1ccc(-c2[nH]ncc2Oc2ccc(OC)cc2)c(O)c1,40,15,104,1
CCn1c(SCC(=O)Nc2ccc(C)cc2)nc2nc3c(cc2c1=O)COC(C)(C)C3,-8,-1,103,8
COc1ccccc1C(=O)N1CCC(N2CCN(c3ccccc3OC)CC2)CC1,16,24,98,7
COc1cc(OC)c2c(-c3ccccc3)cc(=O)oc2c1C(CC(=O)N1CCCC1)c1ccc2c(c1)OCO2 (stereo unspecified),38,-40,102,-12
COc1ccc(Cc2nnc(N/N=C/c3ccc(N(C)C)cc3)[nH]c2=O)cc1OC,-2,-3,99,-9
Cc1cc(C)c(-n2c(SCc3nc4ccccc4s3)n[nH]c2=O)c(C)c1,24,11,100,4
O=C(Nn1cnnc1)c1ccc(Cl)c([N+](=O)[O-])c1,5,-4,101,-14
CCCn1nc(NC(=O)C2CCCO2)c2cc3cccc(C)c3nc21 (stereo unspecified),-16,-11,100,7
O=C(Nc1ccccc1)NN1CC(=O)N(c2ccc(Cl)cc2)CC1=O,-7,-47,100,6
C=CCn1c(CSc2nnc(-c3ccccc3)n2C)n[nH]c1=S,-16,-33,102,-13
CCCCC(=O)Nc1ccc2c(c1)nc(CCN1CCN(C)CC1)n2C,12,-30,98,-11
Cc1nc2c(cnn2-c2ccccc2)c(=O)n1/N=C/c1ccccc1,-11,-4,99,-17
CC1(C)CC2(CCO1)C(Nc1ccccc1)=NC(=S)N2c1ccccc1 (stereo unspecified),7,-4,101,18
O=[N+]([O-])c1cc(C(F)(F)F)cc([N+](=O)[O-])c1NCCNC(=S)Nc1cccc(F)c1,17,-18,98,-7
O=C1C2C(c3ccccc3)CC=CC2[C@H](c2ccoc2)N1Cc1ccccc1 (stereo partly specified),1,-31,96,-19
CC(C)=C(NC(=O)c1ccccc1)C(N)=O,-3,-7,108,-17
CC1=C(C#N)C(c2ccc(O)cc2)C(C#N)=C(C)N1,-1,-15,102,-3
CCOC(=O)COc1ccc2c(=O)cc(-c3ccccc3)oc2c1,1,-17,97,-3
CCCCCCC(C)n1[nH]c(=O)cc1N (stereo unspecified),-6,-79,100,-6
O=C1CSC(c2cccnc2)N1CCc1ccccn1 (stereo unspecified),-5,-9,97,-6
Cc1ccc(CNC(=O)C2CC(c3cccc(F)c3)=NO2)cc1 (stereo unspecified),-5,0,103,11
O=c1nc(N/N=C/C=C/c2ccccc2)cn[nH]1,-20,-38,96,-4
CC(=O)NC(=O)c1cnn(-c2ccccc2)c1N,12,-23,100,9
COc1ccc(Nc2nnc(SCC(=O)c3cc4ccccc4o3)s2)cc1,12,-43,104,2

Next part, starting with the last two of the part before.
smiles,Mcl1 Noxa PPI,Mcl1 Bid PPI,RGS8-Gao reg,Pf gamet viab
CC(=O)NC(=O)c1cnn(-c2ccccc2)c1N,12,-23,100,9
COc1ccc(Nc2nnc(SCC(=O)c3cc4ccccc4o3)s2)cc1,12,-43,104,2
COC(C[C@@H](O)[C@H](C)[C@H](O)COCc1ccccc1)OC,-15,-12,100,-15
Cc1cc(=O)oc2cc(Oc3ccc(C(N)=O)cc3[N+](=O)[O-])ccc12,-4,-6,91,-29
Cc1cc(C)n(CCC(=O)N/N=C/c2ccc(Br)c([N+](=O)[O-])c2)n1,-3,-7,99,5
COc1ccc(CC(=O)NNC(=S)NC(=O)c2cccnc2)cc1,-39,-84,103,-16
O=C(O)c1ccccc1C(=O)NCC(O)COc1ccc(Cl)cc1 (stereo unspecified),-8,-13,99,-1
CCc1nc(CN2CCN(c3cc(C(F)(F)F)ccn3)CC2)c(C)[nH]1,1,-26,102,-5
CCC(=O)N1CCC2(CC1)Oc1ccc(Cl)cc1C(=O)C21CC(c2ccccc2)=NO1 (stereo unspecified),-5,-7,99,-20
COc1ccc(NC(=O)Nc2nnc(-c3ccco3)s2)cc1,23,-46,100,-3
COc1ccc(C(=O)C[n+]2ccc(N(C)C)cc2)cc1,3,-7,101,-4
COc1ccc(Nc2nnc(C)c(=O)[nH]2)c(OC)c1,13,-43,101,0
O=C(NNc1ccc(Cl)cc1)C1CCC1,13,-13,96,-8
C=C(C)C(=O)Nc1cccc(C2=NOC3(C2)C[C@@H](C(N)=O)N(C(=O)C(=C)C)C3)c1 (stereo partly specified),82*,-63,99,-1
COc1ccc(/C=N/n2c(=O)[nH]c3c([nH]c4ccc(F)cc43)c2=O)cc1CN1CCCCC1,46,-27,106,-28
C/C(=N\NC(=O)CN1CCN(Cc2ccccc2)CC1)c1ccncc1,8,-15,101,-7
Cc1ccc(S(=O)(=O)NCC[C@@]2(C)C3CCC2(C)C(=O)C3)cc1 (stereo partly specified),-6,6,100,16
CC(=O)c1ccc(-c2cc([C@H]3[C@H]4C=CC[C@@H](C)[C@@H]4C(=O)N3Cc3ccccc3)ccc2F)cc1,-10,-13,100,25
CC1(C(=O)Nc2cccc3ccccc23)CC1(Br)Br (stereo unspecified),19,-116,104,8
CCCCCCN(C(=O)CCCCCN1C(=O)NC(c2ccc([N+](=O)[O-])cc2)C(C(=O)OCc2ccccc2)=C1C)C(C(=O)NCCCC)c1ccc(OCC(=O)OC)c(C(=O)OC)c1 (stereo unspecified),-2,-31,98,-8
O=[N+]([O-])c1cccc(-c2ccc(/C=N/NC(=S)Nc3cccc(F)c3)o2)c1,-66,-57,102,0
O=C(CSc1ccc(Cl)cc1)N1N=CCC1c1ccccc1 (stereo unspecified),-9,-15,95,-21
CC1(C)Cc2c(c(N3CCOCC3)nc3sc4c(NCCN5CCOCC5)nnnc4c23)CS1,14,-8,98,-12
COc1ccc(NC(=O)CC2C(=O)N(C)C(=S)N2CCc2ccc(F)cc2)cc1 (stereo unspecified),24,-12,91,-7
O=C(CN1c2ccccc2Sc2ccccc21)N/N=C/c1ccc([N+](=O)[O-])cc1,14,-66,101,5
Cc1ccc(SCCOCCN2CC(C)OC(C)C2)cc1 (stereo unspecified),-9,-9,99,-12
CCC(=O)Nc1cccc(C2=NOC3(C2)C[C@@H](C(N)=O)N(C(=O)COc2ccc(Cl)cc2)C3)c1 (stereo partly specified),-12,-23,101,-38
CC(C)(C)NC(=S)N/N=C/c1cc(Br)c(O)c(Br)c1,20,-16,102,-19
COc1ccc(C(=O)CSc2ncnc3nc[nH]c23)cc1,-20,-3,100,-7
CC(C)(C)C(=O)Nc1nnc(COc2ccc(Cl)cc2)s1,-14,5,103,18
CC(=O)N/C(=C\c1ccc(F)cc1)C(=O)NC(Cc1ccccc1)C(=O)O (stereo unspecified),-9,-11,102,8
C/C(=N\NC(=O)c1ccc2c(c1)OCCO2)c1ccccc1,29,-27,98,2
Cn1ccc(/C=N/N=C2/NC(=O)CS2)n1,4,-32,100,-10
COC(=O)c1sccc1-c1ccc(/C=N/OC(=O)c2cccs2)o1,-9,-13,97,-14
CCCc1c(C(=O)Nc2ccc(C(F)(F)F)cc2)cnn1-c1ccccc1,2,-5,100,10
Cc1ccsc1/C=N/NC(=O)CN1CCN(Cc2ccccc2)CC1,0,-20,101,2
O=C(CCCl)N1CCCC2(CCCCC2)C1,1,-7,94,-9
Fc1ccc(C(CCNCc2cccs2)c2ccco2)cc1 (stereo unspecified),-10,-7,102,16
Nc1nnc(-c2cn(-c3ccccc3)nc2-c2ccc(Cl)cc2)o1,7,11,99,-16
Cc1nn(-c2cccc(C(F)(F)F)c2)c(=O)c2noc(C)c12,-2,-2,100,0
Cc1nnsc1C(=O)NNc1ccc(C(C)C)cc1,13,-17,101,6
Cc1cc(OCC(=O)Nc2ccc(Br)cc2)cc2c1C(=O)CC(C)(C)O2,8,6,99,-7
COCC(=O)OC/C(O)=C(\C#N)c1nc2ccccc2[nH]1,-8,-51,104,5
N#Cc1c(N)n(-c2ccc(N)cc2)c2nc3ccccc3nc12,21,-3,91,-22
CCOc1cc2c(cc1/C=C/C(=O)O)OC(C)C2 (stereo unspecified),16,-21,94,-4
Cc1cc([N+](=O)[O-])nn1Cc1ccc(C(=O)N/N=C/c2ccc(N(C)C)cc2)cc1,15,-13,103,13
CC(=O)N(/C=C1\SC(=S)N(c2ccccc2)C1=O)c1ccccc1,-13,-9,101,-9
COc1ccccc1NC(=O)N1CCN(C(=O)Nc2ccccc2OC)CC1,-7,-53,102,-16
CCn1nc(C)c(Br)c1C(=O)Sc1ccccc1Cl,-4,-10,98,-10
COc1ccccc1-c1c(C#N)c(N)nc2c1CCC2,15,-13,104,-7
CCN1C(=O)C2(C(C(=O)c3ccc(C)o3)=C(O)C(=O)N2CCCN(C)C)c2ccccc21 (stereo unspecified),-7,-98,99,4
Cc1[nH]c2ccc(Br)cc2c(=S)c1C/C=C/Cl,2,-49,98,12
Cc1ccc(S(=O)(=O)N2C(=O)c3cccc4cccc2c34)cc1,14,-4,103,-8
O=C(NC(=S)Nc1ccccc1)c1cncc(C#Cc2ccccc2)c1,-6,-2,102,-3
CS(=O)(=O)N1N=C(c2cccs2)CC1c1ccc(F)cc1 (stereo unspecified),19,-40,100,-10
CN1CCN(C(=O)Nc2cccc(-c3ccccc3)c2)CC1,-17,-14,103,0
CC1(C)C(=O)Nc2ccccc2N1C(=O)Cn1ncc(Cl)c(Cl)c1=O,58*,-1,98,-18
CC1(C)CC(C(N)=S)CCO1 (stereo unspecified),-6,-38,96,21
CCCn1cc([C@@H]2C[C@H]3CN(Cc4cccc(Cl)c4)C(=O)[C@]34CCCN24)c(C)n1,-6,-16,99,1
O=C(O)CC(CC(=O)O)(C(=O)O)c1ccccc1,4,11,101,0
Cc1nc2c(c(=O)n1CCC(C)C)c1nc3ccccc3nc1n2CC1CCCO1 (stereo unspecified),9,-1,95,-9
Cc1onc(-c2ccc(Cl)cc2Cl)c1-c1csc(N/N=C/c2ccccc2)n1,5,-16,97,-8

The listing continues:
smiles	Mcl1 Noxa PPI	Mcl1 Bid PPI	RGS8-Gao reg	Pf gamet viab
COc1cc(/C=N\NC(=O)c2cccc(Cl)c2)ccc1Oc1ccc([N+](=O)[O-])cn1	-82	-49	102	16
c1ccc(-c2ccc(CN3C[C@@H]4C(c5ccccc5)C5(c6ccccc6)CC4(C5)[C@H]3c3ccccc3)cc2)cc1 (stereo partly specified)	-30	-56	96	8
Cc1cccc(NC(=O)c2nc[nH]c2C(=O)N[C@@H](Cc2ccccc2)C(=O)OC(C)(C)C)c1	-71	-51	96	3
CC(NC(=O)/C(C#N)=C1\N=C(NC(=O)c2ccco2)c2ccccc21)c1ccccc1 (stereo unspecified)	-6	-25	99	14
COc1ccccc1NC(=O)Nc1cc(C(C)(C)C)nn1C	-6	-7	100	-25
NC1=NC[C@H](Cc2ccc(O)cc2)N1CCCCC1CCCCC1	17	-22	103	-7
O=C(c1cccc(S(=O)(=O)Nc2cccc(C(F)(F)F)c2)c1)N1CCOCC1	38	-16	101	-16
C=CCNC(=S)N1CC2(C)CN(C(=S)NCC=C)CC(C)(C1)C2=O	3	-14	100	-12
COc1ccc(/C=C/C(=O)OC2CCCCC2CN(C)C)cc1 (stereo unspecified)	13	5	99	6
COc1ccc(OCC(O)CNC(=O)c2sccc2Cl)cc1 (stereo unspecified)	-5	-12	97	-6

Printed as active in Mcl1 Noxa PPI (from the list above):
Molecule | Mcl1 Noxa PPI | Mcl1 Bid PPI | RGS8-Gao reg
C=C(C)C(=O)Nc1cccc(C2=NOC3(C2)C[C@@H](C(N)=O)N(C(=O)C(=C)C)C3)c1 (stereo partly specified) | 82* | -63 | 99
CC1(C)C(=O)Nc2ccccc2N1C(=O)Cn1ncc(Cl)c(Cl)c1=O | 58* | -1 | 98

Source: PubChem (several laboratories)
